Bioassay records: PubChem BioAssay, several laboratories
sEH inhibitor: soluble epoxide hydrolase (human) inhibition. P34913. recombinant human sEH enzymatic activity assay. inhibition, % at 2 µM. 91,000 compounds, 0.34% hits. AID 707; in the data active means inhibition above about 80%; further: values of inactives mirror those of a sister screen read the other way; many of its hits are not listed in these tables
HUVEC tox TNFa: toxic to HUVEC cells under TNF alpha stimulation; AID 848; cell count reduction, % at 2 µM; HUVEC TNFalpha-stimulated, Hoechst cell count, imaging; 93,000 compounds, 0.17% hits;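 active means cell count reduction exceeding the screen mean by over 5 SD, scaled to untreated wells per plate, cut at about 78% in these data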;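 further: cells counted after 24 h of TNF alpha exposure following the 1 h pretreatment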
F-actin modifier: cytoskeleton assembly modification; 91,000 compounds, 0.18% hits; inhibition, % at 2 µM; HUVEC TNFa F-actin phalloidin imaging, high content;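 active means inhibition above the batch mean plus 3 SD and confirmed as a hit by visual image inspection, cut at about 30% in these data, passing the limit was not always enough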; further: strong numbers were not always called active
Ecoli WT expand: E. coli BW25113 growth inhibition, expanded screen; growth inhibition, % at 100 µM; AID 710; OD600 absorbance; 98,000 compounds, 0.15% hits;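 active means growth inhibition above about 50% at one test dose, limit read from the data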;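 further: growth measured after 20 h incubation at 37 °C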
Plk1 PBD FP: inhibitors of human Plk1 polo box domain binding. P53350. Plk1 PBD phosphopeptide binding, fluorescence polarization. inhibition, %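 (tested at about 20 µM)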. 97,000 compounds, 0.13% hits. AID 693; in the data active means inhibition above about 34%, passing the limit was not always enough
Target sequence (P53350 whole entry, looked up, the tested form may be a part): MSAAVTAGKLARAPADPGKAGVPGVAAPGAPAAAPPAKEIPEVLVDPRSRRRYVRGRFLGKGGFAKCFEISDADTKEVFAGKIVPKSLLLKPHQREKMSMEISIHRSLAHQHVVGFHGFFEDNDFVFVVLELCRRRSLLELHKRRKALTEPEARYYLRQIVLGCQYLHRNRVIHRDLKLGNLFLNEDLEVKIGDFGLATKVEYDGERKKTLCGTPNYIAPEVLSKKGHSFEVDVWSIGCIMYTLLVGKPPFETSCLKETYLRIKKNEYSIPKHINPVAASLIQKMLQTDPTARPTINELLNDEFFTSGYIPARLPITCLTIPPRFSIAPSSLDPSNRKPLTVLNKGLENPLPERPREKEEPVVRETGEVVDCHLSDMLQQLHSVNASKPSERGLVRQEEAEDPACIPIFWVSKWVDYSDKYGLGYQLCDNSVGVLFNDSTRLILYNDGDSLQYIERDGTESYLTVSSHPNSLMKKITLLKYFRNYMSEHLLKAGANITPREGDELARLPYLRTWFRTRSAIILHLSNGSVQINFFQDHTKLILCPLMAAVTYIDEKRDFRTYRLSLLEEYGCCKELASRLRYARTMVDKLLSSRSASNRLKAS
VCAM1 TNFa inh: reduces TNF alpha induced VCAM1 expression in HUVEC. HUVEC TNFa-induced VCAM-1 immunofluorescence, high-content imaging. inhibition, % at 2 µM. 95,000 compounds, 0.48% hits. AID 802;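 active means inhibition above the batch mean plus 3 SD, with images confirmed as a hit by eye, cut at about 37% in these data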;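 further: 0% = TNF-stimulated DMSO wells and 100% = unstimulated control wells; not every result past the cut was called active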
PLK1 kinase inh: PLK1 (human) kinase inhibition. P53350. recombinant PLK1 kinase, TR-FRET peptide phosphorylation. inhibition, % at 10 µM. 97,000 compounds, 0.53% hits;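 active means inhibition of 50% or more in the single-concentration screen; inactive means inhibition below 50%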;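 further: 0% = DMSO max control and 100% = H-89 dihydrochloride min control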
hDAT+cocaine: modulates human dopamine transporter uptake under cocaine; LLC-PK1 hDAT cells, [14C]-dopamine uptake with cocaine IC80; actives deviate in either direction; B-score at 10 µM; 110,000 compounds, 1.3% hits; AID 449768;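 active means Z score or B-score, a plate-position-corrected score, falls beyond the plate's 99.7% confidence bounds, in either direction; inactive means both scores lie inside the 99.7% bounds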;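 further: scored against the spread of the other compound wells on the same plate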
HUVEC tox IL1B: toxic to HUVEC cells under IL-1B stimulation; 94,000 compounds, 0.41% hits; cell count reduction, % at 2 µM; AID 845; HUVEC cell count loss, Hoechst imaging, IL-1B stimulated;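 active means cell count reduction more than 3 SD above the screen-wide mean, cut at about 70% in these data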;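 further: normalized per plate to untreated control cells as the no-loss baseline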
An asterisk follows results filed as active; nt = no result given.

Second line of a record: sEH inhibitor, HUVEC tox TNFa, F-actin modifier, Ecoli WT expand, Plk1 PBD FP, VCAM1 TNFa inh, PLK1 kinase inh, hDAT+cocaine, HUVEC tox IL1B
CCOC(=O)c1cnn(-c2nc(-c3ccccc3)cs2)c1C(F)(F)F
→ -8.9, -30.0, 7.9, -3.0, 20.5, -5.0, -18.7, 0.652, 13.6
O=C(c1ccc(S(=O)(=O)N2CCOCC2)cc1)N1CCN(c2ccccc2F)CC1
→ -2.2, -11.0, 7.7, -1.0, -21.0, 5.3, -13.3, 0.0444, -31.1
Cc1c(C(=O)OC(C)C)sc(NC(=O)c2cccnc2)c1C#N
→ 7.6, -6.3, 39.4, 1.0, 32.1, -1.6, -9.2, -2.47, -2.1
CCOc1ccccc1NC(=O)C1CCN(S(=O)(=O)c2ccc(OC)c(OC)c2)CC1
→ nt, -13.7, 33.0, -4.0, -22.7, -8.6, -16.4, 0.846, 8.8
O=C(NC1CCCCC1)C(c1ccc2ncccc2c1)N(Cc1ccccc1)C(=O)c1ccc2c(c1)OCCO2 (stereo unspecified)
→ 6.2, -11.5, -36.3, -5.0, -14.7, 2.1, -3.0, 1.09, -11.7
CCC1OC23CCCCC2C(C#N)(C(=N)O3)C1(C#N)C#N (stereo unspecified)
→ -1.3, -24.6, 7.9, 0.0, 0.6, 3.9, -10.2, 0.928, -8.2
CN1C(=O)CC(C(=O)O)SC1=Nc1cc(Cl)c(O)c(Cl)c1 (stereo unspecified)
→ -12.1, 0.0, nt, -17.0, 5.0, 15.1, -10.5, 0.198, 1.5
COc1ccc(NC(=O)CSc2nnc(Cn3cnc4ccccc43)n2C)cc1
→ 13.5, -32.8, 1.7, nt, -0.3, 1.8, -8.1, 0.487, -22.0
Cc1cc(C)cc(NC(=O)CN2CCC(NC(=O)Cc3ccccc3)CC2)c1
→ 4.5, -1.2, 4.3, -2.0, -5.2, -0.3, -8.0, -1.38, 20.0
CSCCC(NC(=O)c1ccccc1)C(=O)NC1CC1 (stereo unspecified)
→ 4.6, 8.5, -27.4, nt, -36.0, 5.5, -0.3, 1.11, 10.7
Cc1ccc(-n2c(SCc3cc(=O)n4ccsc4n3)nnc2-c2cccnc2)c(C)c1
→ 11.8, -38.2, 6.2, 2.0, -20.8, 2.0, -10.3, nt, -17.1
CCOC(=O)CN(C(=O)CSc1nnc(-c2ccncc2)n1CCCN(C)C)c1ccccc1
→ nt, 45.7, -12.4, -10.0, -0.5, 11.2, -2.3, 0.289, 8.5
CC1C=CCC2C(=O)N(c3cccc(C(=O)N4CCN(c5ccc(F)cc5)CC4)c3)C(=O)C12 (stereo unspecified)
→ nt, nt, nt, -5.0, -13.6, nt, 6.5, nt, -16.9
Cc1nnc(NC(=O)c2cccc(S(=O)(=O)N3CC(c4ccccc4)CC3=O)c2)s1 (stereo unspecified)
→ 3.8, -18.2, 5.5, 0.0, -0.6, -2.7, -25.6, -0.556, -1.1
Cc1nc(C)c(C(=O)C2=C(O)C(=O)N(CCCn3ccnc3)C2c2ccc(Cl)cc2)s1 (stereo unspecified)
→ nt, -17.3, 5.3, -11.0, -6.3, -3.6, -2.6, -0.83, 4.0
CCOc1cccc(-c2nnc(SCC(=O)Nc3ccc(OC)c(OC)c3)n2N)c1
→ 2.6, -26.7, -36.1, -10.0, -34.0, 12.9, -3.6, -0.945, -53.3
COc1cc2c(C(=O)N3CCN(c4cccc(Cl)c4)CC3)cn(C)c(=O)c2cc1OC
→ 1.5, -22.4, 11.6, 3.0, 10.9, -4.6, -1.6, 1.59, -4.2
CC(C)N(C(=O)c1sc2cc([N+](=O)[O-])ccc2c1Cl)C(C)C
→ 1.6, -10.0, 9.9, -12.0, 21.0, 23.9, 17.7, -0.281, 4.8
CC1CC(C)CN(C(=O)CSc2nnc(-c3ccc(F)cc3)o2)C1 (stereo unspecified)
→ nt, -41.2, 1.9, 5.0, -5.7, 3.8, 11.0, -0.186, -2.7
CC(C)Cc1nc2n[nH]c(N)c2c2c1COC(C)(C)C2
→ 9.7, -11.5, 5.5, -3.0, -35.5, -13.7, 74.9*, -0.233, -103.4
CCOc1ccccc1NC(=O)CSc1nnc(-c2ccco2)n1Cc1ccco1
→ -8.8, -10.3, 31.6, -2.0, -1.0, 3.5, -13.3, 0.722, 11.0
CC1(C)CC(=O)c2c(O)cc(O)cc2O1
→ 0.5, -18.4, 8.9, 9.0, -13.2, -2.6, -15.5, 1.57, 35.7
CCc1ccc(NC(=O)CNC(=O)c2cn(-c3ccccc3OC)c(=O)c3ccccc23)cc1
→ 3.3, -4.8, -5.1, -11.0, -4.3, 7.4, -11.8, 1.88, -14.4
Cc1cc(NC(=O)CSc2n[nH]c(-c3cccs3)n2)no1
→ nt, -8.4, 18.4, -2.0, 5.3, 15.7, 15.6, 0.261, 1.3
COc1ccc(/C=C2\SC(=NCc3ccccc3)N(Cc3ccccc3)C2=O)cc1OC
→ -1.2, 9.5, -13.6, -32.0, 8.0, -5.1, -11.2, 0.806, 2.7
CCOC(=O)c1cnc(SCC(=O)Nc2ccccc2C(=O)OC)nc1N
→ -6.8, 7.2, 5.1, nt, -5.9, 15.9, -1.5, -0.229, -29.7
COc1ccc(CN(Cc2ccncc2)C(=O)CCC(=O)O)cc1
→ 5.8, -12.5, 4.3, 1.0, -10.0, 12.8, 4.9, 0.0635, 5.4
Cc1cc(C(=O)CSc2n[nH]c(-c3ccccc3F)n2)c(C)n1Cc1cccs1
→ -6.4, -5.6, 5.4, -22.0, -6.9, 1.5, -6.0, 1.78, -16.5
c1ccn2c(SCc3ccc4c(c3)OCO4)nnc2c1
→ -9.3, -3.5, -4.6, 1.0, 2.5, -5.2, -2.2, -0.321, -3.8
Cc1cc(C)c(S(=O)(=O)n2ccc3ccccc32)c(C)c1
→ -14.4, 10.8, -5.9, -3.0, -10.9, 0.4, 2.3, nt, -8.1

Reprinted at random: two entries already listed
Second line of a record: sEH inhibitor, HUVEC tox TNFa, F-actin modifier, Ecoli WT expand, Plk1 PBD FP, VCAM1 TNFa inh, PLK1 kinase inh, hDAT+cocaine, HUVEC tox IL1B
CC(C)Cc1nc2n[nH]c(N)c2c2c1COC(C)(C)C2
→ 9.7, -11.5, 5.5, -3.0, -35.5, -13.7, 74.9*, -0.233, -103.4
O=C(NC1CCCCC1)C(c1ccc2ncccc2c1)N(Cc1ccccc1)C(=O)c1ccc2c(c1)OCCO2 (stereo unspecified)
→ 6.2, -11.5, -36.3, -5.0, -14.7, 2.1, -3.0, 1.09, -11.7

Additional results
Second line of a record: sEH inhibitor, HUVEC tox TNFa, F-actin modifier, Ecoli WT expand, Plk1 PBD FP, VCAM1 TNFa inh, PLK1 kinase inh, hDAT+cocaine, HUVEC tox IL1B
COC(=O)C1=C(C)NC(C)=C(C(=O)OC)C1c1ccccn1
→ 5.9, -6.4, -0.6, 6.0, 29.3, 4.4, -12.8, -0.809, 3.0
Cc1cc(=O)oc(C)c1C(=O)OCC(=O)c1ccc(Cl)cc1
→ 17.8, -2.2, -17.7, 3.0, 6.9, -3.8, -6.8, -0.226, -6.0
Cc1cccc(C(=O)NC2CCN(CC(=O)N3CCOCC3)CC2)c1
→ -4.7, -6.8, nt, -1.0, -3.9, -4.4, -12.4, -0.868, 3.0
COc1ccc(N2C(=O)CSC2c2cccc(F)c2)c(OC)c1 (stereo unspecified)
→ -25.5, -12.6, -2.1, 2.0, -16.2, -4.7, -5.0, -0.0385, -56.2
Cc1ccc(C)n1-c1sc2c(c1C#N)CCC(C)C2 (stereo unspecified)
→ -15.1, -19.0, -8.1, 1.0, -3.9, -14.8, -13.3, -1.18, -27.3
Cc1cc(C(=O)Nc2sc3c(c2C#N)CCCCC3)cs1
→ 3.7, 1.5, -4.4, -9.0, 5.0, -19.9, 31.2, -0.571, 16.6
CCOC(=O)C1CCCN(c2c(N3CCC(N4CCCCC4)CC3)c(=O)c2=O)C1 (stereo unspecified)
→ 1.5, 4.2, -4.9, 0.0, 28.9, -0.6, -4.6, -0.774, 3.7
COc1cccc2c(=O)n(CC(=O)N3CCC(C)CC3)ccc12
→ 15.6, -11.4, 9.1, 6.0, 15.2, -3.0, -16.9, -0.873, -13.8
CCc1ccccc1NC(=S)N1CCC(C(=O)c2ccc(F)cc2)CC1
→ 2.7, -0.8, -11.2, 1.0, -3.1, 11.0, -10.1, 0.789, -13.5
CC(C)C(NC(=O)c1ccco1)C(=O)NCC(c1ccco1)N1CCCCC1 (stereo unspecified)
→ 4.9, -10.6, -16.2, 4.0, 8.6, 4.5, -12.8, 0.0107, -11.4
COc1ccc(C)cc1S(=O)(=O)N(C)CC(=O)Nc1ccccc1
→ 9.2, 12.4, -27.4, 2.0, -7.7, 15.0, -6.1, 0.854, -28.3
Cn1c(N)c(C(=O)COC(=O)CCC(=O)c2cccs2)c(=O)n(C)c1=O
→ -8.2, -3.1, -11.3, 0.0, -7.0, -20.0, -10.1, 1.02, 17.4
CC(C)C[C@H](NC(=O)NCc1ccccc1Cl)C(=O)O
→ 6.1, -30.3, -3.6, -7.0, 10.7, 8.3, 5.0, -1.22, -13.7
COc1ccc(NC(=O)Nc2ccc3nsnc3c2)cc1
→ 75.6, -26.6, 10.2, 5.0, -3.2, -22.8, 2.9, -0.195, -43.8
CCC(c1nnnn1C1CCCCC1)N1CCN(C2CCCC2)CC1 (stereo unspecified)
→ nt, -19.3, 3.2, 1.0, -21.8, -7.0, 5.6, -0.887, -12.5
CCOC(=O)C(C)Oc1ccc(C2NC(=O)NC(C)=C2C(C)=O)cc1Br (stereo unspecified)
→ 6.2, -2.1, 9.2, 9.0, 7.2, 8.7, -21.8, -0.288, -3.3
O=C(NCc1ccccc1)c1cccc(COc2cccc(Cl)c2)c1
→ 13.3, -11.7, 26.0, -15.0, 3.6, 0.6, -13.7, 0.0756, -27.5
CCc1nnc(NC(=O)C2Cc3ccccc3C(=O)O2)s1 (stereo unspecified)
→ nt, -22.2, 2.3, 6.0, 2.9, 8.4, -14.3, 0.601, -8.7
CN1CC2([N+](=O)[O-])CC=C(Oc3ccccc3)C([N+](=O)[O-])(C1)C2 (stereo unspecified)
→ -8.7, -6.5, 6.7, 6.0, -25.8, 13.0, -5.7, 0.833, 0.6
CCOC(=O)C1CCN(C(C(=O)Nc2ccc3c(c2)OCCO3)c2ccccc2)CC1 (stereo unspecified)
→ -1.5, -11.0, nt, 4.0, 0.8, -0.8, -8.2, 0.993, 5.7
COC(=O)c1ccc(OC(=O)c2ccco2)cc1
→ -0.2, 2.7, 1.9, -2.0, 9.6, 4.1, 14.6, -7.45*, -6.0
Cc1c(C(=O)N(C)Cc2ccccc2)oc2ccc(S(=O)(=O)N3CCCC3)cc12
→ -9.8, -35.1, 31.9, -37.0, 11.6, 4.0, 9.5, 1.61, 12.8
CCC(=O)NC1(C(F)(F)F)C(=O)Nc2c1c(=O)[nH]c(=O)n2Cc1ccco1 (stereo unspecified)
→ -0.6, 1.8, -41.8, 1.0, -18.8, -6.5, -10.1, -0.257, -105.7
CNc1nc(Sc2ccc(C)cc2)cc(C(F)(F)F)n1
→ -3.1, -23.9, 2.5, 0.0, -8.8, 6.8, -1.7, 1.05, -16.5
